hcGAS lum = blocks human cGAS activity; Q8N884; recombinant h-cGAS, ATP depletion, Kinase-Glo luminescence; inhibition, % at 12.5 µM; 290,000 compounds, 0.081% hits; AID 1259398;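 note: 0% = vehicle reaction and 100% = reaction without DNA for no activity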
Target sequence (Q8N884 whole entry, looked up): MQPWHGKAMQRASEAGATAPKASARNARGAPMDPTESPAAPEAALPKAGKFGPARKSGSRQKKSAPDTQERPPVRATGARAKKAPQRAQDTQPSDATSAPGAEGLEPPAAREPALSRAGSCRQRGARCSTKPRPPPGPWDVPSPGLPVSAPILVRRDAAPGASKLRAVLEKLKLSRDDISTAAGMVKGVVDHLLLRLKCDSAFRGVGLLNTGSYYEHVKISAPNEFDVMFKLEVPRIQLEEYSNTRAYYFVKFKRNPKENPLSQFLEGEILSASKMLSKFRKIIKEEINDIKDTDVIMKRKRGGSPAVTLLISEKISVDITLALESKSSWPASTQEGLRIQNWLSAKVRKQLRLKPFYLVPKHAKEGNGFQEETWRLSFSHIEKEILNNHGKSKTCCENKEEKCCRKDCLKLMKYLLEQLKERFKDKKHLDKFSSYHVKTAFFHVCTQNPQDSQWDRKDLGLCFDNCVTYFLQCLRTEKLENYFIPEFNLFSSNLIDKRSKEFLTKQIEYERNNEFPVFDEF
NPYLR7 agonist = activates Aedes aegypti NPYLR7 receptor; HEK293T NPYLR7/Galpha15, GCaMP6s calcium fluorescence; activation, % at 10 µM; 270,000 compounds, 0.15% hits; in the data active = activation above about 40%;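 note: 0% = vehicle and 100% = reference agonist at the receptor; some compounds past the cut are filed as inactive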
mcGAS lum = blocks mouse cGAS activity; recombinant cGAS, Kinase-Glo ATP depletion luminescence; inhibition, % at 12.5 µM; 160,000 compounds, 0.15% hits; AID 1259399;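 note: 0% = negative control wells and 100% = reference inhibitor with no enzyme activity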
Starred values were filed as active, the others as inactive; . = no result given; & = joins results of further samples. Cut-off read from the data, not from the text of the source, unless noted: active = inhibition above about 40%; inactive = the rest.

Results follow in this order: hcGAS lum	NPYLR7 agonist	mcGAS lum
Cc1nn(C)c(Cl)c1-c1c(-c2ccccc2)ncn1C1CC=CC1
  -4	17	-8
Cn1cc(CN2CCCC(C(=O)c3ccc4c(c3)OCO4)C2)c2ccccc21 (stereo not drawn)
  -6	-4	-11
CC(OC(=O)C1CCCN(C(=O)C2CC2)C1)c1nc2ncc(Br)cc2[nH]1 (stereo not drawn)
  -2	-5	.
N#CC1(NC(=O)/C=C/c2ccc(F)cc2)CCSC1 (stereo not drawn)
  1	-1	.
C=CCNC(=O)C(C1CCCC1)N1CCN(C(=O)CCc2ccccc2)CC1 (stereo not drawn)
  -2	-9	-4
O=C(c1cncc(Br)c1)N1CCN(Cc2cc(=O)c(OCc3ccccc3Cl)co2)CC1
  -4	26	-5
CC(C)C(NCc1cc(=O)n2ccsc2n1)c1ccc2c(c1)OCCO2 (stereo not drawn)
  -3	4	.
c1nc(N2CCOCC2)c2c3c(sc2n1)CN(CC1CCCCC1)CC3
  -4	.	-3
COc1ccc(-n2cnnn2)cc1
  -6	1	.
O=C(O)CN1C(=O)/C(=C\c2cc(Br)ccc2OCc2ccccc2F)SC1=S
  -3	-8	-6
COc1ccc(CN2CCC2(C)C(=O)Nc2ccc3c(c2)CCN3C(C)=O)c2ccccc12 (stereo not drawn)
  1	8	.
COCC1CN(C)CC12CCN(Cc1ccc(OC)c(OC)c1Cl)CC2 (stereo not drawn)
  -13	.	-6
CCCn1nc(C(=O)Nc2cc(OC)c(OC)c(OC)c2)ccc1=O
  -6	11	.
COc1ccc(S(=O)(=O)Nc2ccc(C)c(O)c2)cc1Cl
  -8	6	.
CC(C)C1CN(C(=O)CCc2cnn(C)c2)CCCN1Cc1ccc(F)cc1 (stereo not drawn)
  -1	2	.
O=C1C2CC=CCC2C(=O)N1c1ccc(Cl)c(F)c1 (stereo not drawn)
  -3	-3	5
C=C(C)c1nc2ccccc2c(=O)o1
  3	2	-4
Cc1noc(C)c1CC(=O)NC1(C(=O)O)CCCCC1
  -8	-4	-17
C=C(C)CN(CC)C(=O)Nc1ccc(C(F)(F)F)cc1
  -8	5	.
Cc1[nH]c(=O)c(C(=O)N(C)C(C)c2ccc(Cl)cc2)cc1-c1ccc(O)cc1 (stereo not drawn)
  -5	-1	.

Sorted by SMILES length (low to high): some entries from above.
Results follow in this order: hcGAS lum	NPYLR7 agonist	mcGAS lum
Cc1nn(C)c(Cl)c1-c1c(-c2ccccc2)ncn1C1CC=CC1
  -4	17	-8
CC(C)C1CN(C(=O)CCc2cnn(C)c2)CCCN1Cc1ccc(F)cc1 (stereo not drawn)
  -1	2	.
O=C(c1cncc(Br)c1)N1CCN(Cc2cc(=O)c(OCc3ccccc3Cl)co2)CC1
  -4	26	-5

(more compounds)
Results follow in this order: hcGAS lum	NPYLR7 agonist	mcGAS lum
CSc1nc2ccc(N=Cc3c[nH]c4ccccc34)cc2s1
  -2	1	-4
COC(C)c1ccc(-c2ccc(OC(C)C)nn2)cc1 (stereo not drawn)
  -7	1	.
Cc1nc(N2CCCC2)ncc1-c1cc(=O)[nH]c(N2CCC(Cc3ccccc3)CC2)n1
  -9	0	-6
O=C(CCC1CCCN(Cc2cnc(-c3ccccc3)s2)C1)Nc1ccccc1F (stereo not drawn)
  -6	20	-8
CN(Cc1cccc(F)c1)C(=O)C1CCN(S(=O)(=O)c2cc(C(N)=O)n(C)c2)CC1
  -2	3	.
CCCOc1ccc(C(=O)N2CCC(n3c(-c4ccccc4)nc4ccc(F)cc43)CC2)cc1
  -7	12	-8
CCNc1cc(C)nc(N2CCN(C(=O)Nc3ccc(F)cc3)CC2)n1
  3	6	.
CC(Cc1cnccn1)NC(=O)CCc1c[nH]c2ccccc12 (stereo not drawn)
  1	4	.
Cc1csc(SCC(=O)N(C)C2CCOC(C)(C)C2)n1 (stereo not drawn)
  -7	.	-5
Cc1nn(C)c(C)c1C=CC(=O)Nc1ccc(F)cc1
  -2	1	-3
Cc1ccc(S(=O)(=O)N(C#N)c2nc(N(C)C)nc(N(C)C)n2)cc1
  -1	2	-5
CCOC(=O)C1CCCCN1CC(=O)N1N=C(c2ccc(OC)cc2)CC1c1ccccc1Cl (stereo not drawn)
  -1	-16	0
C=CCn1cc(CNCc2ccc(F)cc2Cl)c(C)n1
  -5	6	-24
CC(C)=CC(=O)NCc1cn(-c2ccccc2)nc1-c1ccncc1
  -8	15	.
O=C(CCN(c1nc(-c2ccco2)nc2ccccc12)C1CC1)Nc1ccc(F)cc1
  -11	25	-3
Cc1ccc(NC(=O)N(CC(=O)N(Cc2ccc3c(c2)OCO3)Cc2ccco2)CC(C)C)cc1Cl
  3	-5	1
O=S(=O)(NCc1nccs1)c1cc(F)c(F)cc1F
  4	-3	.
N#CCOc1cc(C(F)(F)F)cc(C(F)(F)F)c1
  -7	4	.
CC(=O)Nc1ccc(SCCCC(=O)Nc2ccc(C)c(F)c2)nn1
  -5	-1	-10
Cc1noc(C)c1NCc1ccc(N2CCOCC2)cc1
  -3	-20	.
CN(Cc1cc(-c2cccnc2)no1)C(=O)c1cccc(-c2ccc(O)cc2)c1
  -2	5	.
CC1CCc2sc(C(=O)Nc3ccccc3SCC(N)=O)cc2C1 (stereo not drawn)
  -6	5	.
O=C1NC(=Nc2ccccc2Cl)S/C1=C\c1ccsc1
  -4	1	-6
CCCn1nc(C(=O)N(C2CC2)C(C)c2cccc(C(F)(F)F)c2)ccc1=O (stereo not drawn)
  -6	-3	.
c1cc(-c2nc3c(c(NCC4COCCO4)n2)CCNC3)ccn1 (stereo not drawn)
  -9	1	.
CCOCC(=O)N[C@H]1CN(CC(C)C)c2ccccc2N(CC(=O)NCCc2ccc(O)cc2)C1=O
  1	0	1
O=C(NC(c1ccccc1)c1ccccn1)C1CCN(CCCOc2ccc(F)cc2)CC1 (stereo not drawn)
  0	1	-1
CN(CCC#N)S(=O)(=O)c1cc(Br)ccc1Br
  3	-18	.
COc1cccc(NC(=O)CSc2nc(=O)n3ccc(C)cc3n2)c1
  -11	-1	-7
O=C(c1ccc(CSc2nc(Cl)cc(N3CCN(c4cccc(Cl)c4)CC3)n2)cc1)N1CCN(c2ccccc2F)CC1
  -3	1	-5
CCOC(=O)c1ccc(NC(=O)N2CCSC2c2ccc(OC)c(OCc3ccccc3)c2)cc1 (stereo not drawn)
  -2	22	-4
NC(=O)c1ccccc1/C=C/c1ccccc1
  2	-2	.
CCN(CC)C(=O)Oc1ccc2c(ccn2Cc2ccc(F)c(C)c2)c1-c1ccc(C#N)cc1
  0	13	-7
CCc1cc(C2CCCN2S(=O)(=O)c2ccc(CC(C)C)cc2)on1 (stereo not drawn)
  0	4	.
COc1cc2c(cc1OC)C(c1ccccc1)N(C(=O)c1ccco1)CC2 (stereo not drawn)
  -5	15	-7
COc1cccc(Cn2c(=O)c(C(=O)NCCc3ccccn3)nn(-c3ccc(C)cc3)c2=O)c1
  3	3	0
CCCC(=O)NC(c1ccco1)c1ccc2cccnc2c1O (stereo not drawn)
  -3	-3	.
O=C(NCCc1cccs1)c1ccc2oc(Cc3ccccc3)nc2c1
  4	-7	-1
Cc1cc(C(C)(C)C)cc(C)c1CS(=O)(=O)C(C)C(=O)NC1CCCC1 (stereo not drawn)
  -12	7	-7
COC(=O)[C@@H]1CCCN1C1CCN(c2nc(C)c3ccc(S(C)(=O)=O)cc3n2)CC1
  -8	6	.

Of the compounds above, 4 have bromine.
Results follow in this order: hcGAS lum	NPYLR7 agonist	mcGAS lum
CC(OC(=O)C1CCCN(C(=O)C2CC2)C1)c1nc2ncc(Br)cc2[nH]1 (stereo not drawn)
  -2	-5	.
O=C(c1cncc(Br)c1)N1CCN(Cc2cc(=O)c(OCc3ccccc3Cl)co2)CC1
  -4	26	-5
O=C(O)CN1C(=O)/C(=C\c2cc(Br)ccc2OCc2ccccc2F)SC1=S
  -3	-8	-6
CN(CCC#N)S(=O)(=O)c1cc(Br)ccc1Br
  3	-18	.

Single entries from the list.
`Cc1cc(C(C)(C)C)cc(C)c1CS(=O)(=O)C(C)C(=O)NC1CCCC1` (stereo not drawn) in hcGAS lum is listed with -12
`CC(=O)Nc1ccc(SCCCC(=O)Nc2ccc(C)c(F)c2)nn1` in mcGAS lum is listed with -10

The results go on:
Results follow in this order: hcGAS lum	NPYLR7 agonist	mcGAS lum
CC(C)c1nccc(CN(C)Cc2ccc3nsnc3c2)n1
  -2	-3	-5
CC(=O)c1cccc(OCc2cc(C(=O)N(C)Cc3sccc3C)n[nH]2)c1
  0	4	.
Cc1ccc(S(=O)(=O)NCCn2cncn2)c(C)c1
  -6	1	-8
Cc1cccc(C(=O)N(Cc2cccnc2)c2nc3cc4c(cc3s2)OCCO4)c1
  -3	-7	-6
O=C(O)c1ccc(CN2C(=O)SC(Nc3ccccc3C(=O)O)C2=O)cc1 (stereo not drawn)
  -7	-3	.
CC1(C)CN(C(=O)NC2CCCCC2)C2(S1)C(=O)N(Cc1ccccc1Cl)c1ccccc12 (stereo not drawn)
  -9	1	-5
NC(=O)C1Cc2ccccc2N1C(=O)c1ccc2ccccc2c1 (stereo not drawn)
  0	-4	-1
CN(C(=O)CSc1nnc(-c2cccs2)n1C1CC1)c1ccccc1
  -11	5	-9
O=C(OCC1c2ccccc2-c2ccccc21)ON1C(=O)CCC1=O
  -5	6	2
CC(C)CNC(=O)c1cccc(NS(=O)(=O)c2ccc(Br)cc2)c1
  -2	1	.
O=C(COCc1ccccc1)N(Cc1ccccc1)Cc1nc2cc(Cl)ccc2o1
  -1	-3	-4
COCCN(CC(=O)N(CCc1c[nH]c2ccccc12)Cc1ccc(OC)cc1)C(=O)c1cccc(Cl)c1
  16	-9	1
Cc1ccccc1CCNC(=O)N(C)CCn1cnnc1
  -5	6	.
Cc1cc(=O)c(C(=O)NC(C)c2ccc(OCC3CC3)c(F)c2)c[nH]1 (stereo not drawn)
  -11	10	.
CC1(C(=O)Nc2ccc(C#N)cc2)Cc2ccccc2C(=O)O1 (stereo not drawn)
  -5	0	-9
CCC(C)Oc1cccc(NS(=O)(=O)c2c[nH]c(C(=O)O)c2)c1 (stereo not drawn)
  1	3	.
O=S(=O)(Nc1nccnc1N1CCN(S(=O)(=O)c2ccc3ccccc3c2)CC1)c1ccc2c(c1)OCCO2
  -4	4	-4
O=C(Nc1ccnn1C1CCN(Cc2c(F)ccc(F)c2F)CC1)C1CCCC1
  -4	12	.
CCN(CC(=O)N(Cc1cccn1Cc1ccccc1Cl)CC(C)C)C(=O)C(C)(C)CCl
  -1	-4	-5
Cc1ccccc1-c1noc(-c2ccc(OC(F)(F)C(F)(F)C(F)F)cc2)n1
  -4	-3	.
O=C(O)CCN(Cc1ccco1)c1nc(-c2cccc(Br)c2)nc2ccccc12
  22	-8	.
Cn1ccnc1CNC(=O)NCc1nnc(-c2ccccc2)s1
  7	0	.
Cc1nn(C)c(Oc2ccc(F)cc2)c1C=O
  -4	6	.
O=C(CSc1nnc(-c2cccs2)n1C1CC1)c1cc(Cl)sc1Cl
  -4	1	.
OC(c1ccc(CN(Cc2ccco2)Cc2ccccc2F)o1)(c1cccs1)c1cccs1
  -6	12	-5
Cc1ccccc1C(=O)N[C@@H]1CCCCC1NC(=O)C1CCCN(C(=O)c2cccs2)C1 (stereo partly drawn)
  -3	3	-3
O=C(Nc1ccc2c(c1)CN(C(=O)c1cnccn1)CC2)c1ccccc1Cl
  -2&-4	5	.
CC(=O)N(C)Cc1nccn1Cc1ccccc1F
  -10	-3	-8
Cc1nc(CN2CCN(C(=O)c3cc(COc4cncc(Cl)c4)on3)CC2)cs1
  -6	5	.
CCc1cc(NC(=O)NC2CCOC2c2ccccc2)n(C)n1 (stereo not drawn)
  -2	4	.
CN(Cc1ccccc1F)C(=O)CSc1nnc(-c2ccccc2)n1C
  1	15	.
C=C(C)Cn1c(=O)c2c(nc3n(Cc4ccccc4)c(C)c(C)n23)n(C)c1=O
  -12	1	.
CC(=O)N1CCN(Cc2ccc(C(=O)Nc3ccccc3)cc2)CC1
  -9	13	-6
Cc1cccc(S(=O)(=O)Nc2nc(-c3cc(C(N)=O)oc3C)cs2)c1
  1	-2	.
COc1ccc(-c2n[nH]c(=S)n2-c2cccc(C)c2)cc1OC
  -1	-6	.
COc1cccc(-n2c(O)c(C3=c4ccccc4=NC3=O)sc2=S)c1
  -5	22	-6
COCCCN(CC(=O)N(CCc1c[nH]c2ccccc12)Cc1ccc(OC)c(OC)c1)C(=O)c1ccc([N+](=O)[O-])cc1
  -1	15	-6
CN1CC2(CCCN(c3noc(-c4ccccc4)n3)CC2)OC1=O (stereo not drawn)
  1	-2	.
C/C(=N/N=C1\NC(=O)C(CC(=O)Nc2ccc(C)c(Cl)c2)S1)C(C)C (stereo not drawn)
  -5	3	.
Cn1c(SCC(=O)Nc2cccc(Br)c2)nc2c(-c3ccccc3)c[nH]c2c1=O
  -6	-3	-8

Record cards, from the list above.
CC(C)c1nccc(CN(C)Cc2ccc3nsnc3c2)n1 as listed: hcGAS lum = -2; NPYLR7 agonist = -3; mcGAS lum = -5
CCN(CC)C(=O)Oc1ccc2c(ccn2Cc2ccc(F)c(C)c2)c1-c1ccc(C#N)cc1 as listed: hcGAS lum = 0; NPYLR7 agonist = 13; mcGAS lum = -7
CCCC(=O)NC(c1ccco1)c1ccc2cccnc2c1O (stereo not drawn) as listed: hcGAS lum = -3; NPYLR7 agonist = -3; mcGAS lum = .

Hits appear at their usual frequency, and some 0.27% of all compounds hit somewhere here.
